Compound activity: PubChem BioAssay, several laboratories
CendR NRP1 mod – alters CendR peptide binding to human NRP-1 | O14786 | FAM-RPARPAR peptide binding to NRP-1, fluorescence polarization | inhibition, % at 25 µM | 360,000 tested, 0.85% active | AID 602438;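 active = inhibition or corrected inhibition above about 18%, plus a signal ratio from 0.5 to 1.5, limit read from the data, passing the limit was not always enough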; also: strong numbers were not always called active
bovine MsrA act – bovine methionine sulfoxide reductase A activation | activation, % at 10.6 µM | 360,000 tested, 0.3% active | purified bovine MsrA, absorbance read-out; in the data active = activation above about 7.5%;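 also: 0% = vehicle and 100% = reference activator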
SKN-1 block – inhibitors of C. elegans SKN-1; C. elegans VP596 Pgst-4::GFP/RFP ratio, acrylamide-induced, 24 h; inhibition, % at 21.8 µM; AID 624304; 360,000 tested, 0.49% active;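 active = interference check ratio from 0.5 to 1.5 plus GFP to RFP signal ratio inhibition reaching or exceeding a fixed threshold, cut at about 30% in these data, passing the limit was not always enough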; also: some compounds called inactive have numbers as strong as hits
E coli Lon inh – E. coli protease La inhibition. purified E. coli Lon protease, fluorescence polarization. inhibition, % at 7.94 µM. 360,000 tested, 0.42% active. AID 602123; in the data active = inhibition above about 13%, passing the limit was not always enough;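 also: 0% = enzyme with probe and DMSO and 100% = no enzyme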
Rin1-Abl PPI inh – blocks binding of human Rin1 to Abl; P00519+Q13671; TR-FRET Rin1/Abl binding, biochemical; inhibition, % at 7.35 µM; 360,000 tested, 0.4% active; AID 588664; in the data active = inhibition above about 5%, passing the limit was not always enough
PABP1 MLLE inh – inhibitors of microRNA-mediated deadenylation, human PABP1 MLLE binding | inhibition, % at 20 µM | 360,000 tested, 0.36% active | GST-MLLE / FITC-PAM2 fluorescence polarization | P11940; in the data active = inhibition above about 35%, passing the limit was not always enough;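 also: plate controls were DMSO wells with GST-MLLE for no effect and wells lacking GST-MLLE protein for full effect; some results filed as inactive read as strong as hits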
Target sequence (P11940 whole entry, looked up): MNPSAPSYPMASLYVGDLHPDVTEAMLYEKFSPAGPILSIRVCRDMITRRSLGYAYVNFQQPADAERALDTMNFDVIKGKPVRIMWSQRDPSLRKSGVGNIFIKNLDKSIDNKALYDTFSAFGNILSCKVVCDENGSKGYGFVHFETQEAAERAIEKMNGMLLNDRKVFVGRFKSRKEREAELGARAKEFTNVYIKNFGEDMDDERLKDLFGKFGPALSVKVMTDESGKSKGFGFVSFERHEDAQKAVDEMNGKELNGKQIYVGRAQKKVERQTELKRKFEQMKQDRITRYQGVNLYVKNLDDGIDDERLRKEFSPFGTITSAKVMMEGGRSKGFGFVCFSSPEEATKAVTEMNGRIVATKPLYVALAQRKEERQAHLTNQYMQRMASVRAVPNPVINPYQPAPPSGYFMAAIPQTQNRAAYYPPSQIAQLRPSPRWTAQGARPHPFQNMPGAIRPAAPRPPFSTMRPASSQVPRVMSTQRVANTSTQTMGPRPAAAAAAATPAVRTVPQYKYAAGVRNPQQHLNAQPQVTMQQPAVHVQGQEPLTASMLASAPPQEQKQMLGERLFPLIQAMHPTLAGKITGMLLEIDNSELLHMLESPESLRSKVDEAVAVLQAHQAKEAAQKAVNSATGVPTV
FAS-TE inh – inhibitors of human fatty acid synthase thioesterase domain | P49327 | 360,000 tested, 0.67% active | inhibition, % at 15 µM | recombinant FAS-TE, OMFH fluorogenic substrate, fluorescence endpoint;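 active = compounds whose normalised, plate-corrected inhibition of enzyme fluorescence in the single-dose primary screen is 50% or more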;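 also: 0% = DMSO with enzyme and 100% = substrate without enzyme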
Neddyl block – blocks human cullin neddylation | P61081+Q13564 | TR-FRET cullin neddylation, biochemical | calls only at 25 µM | 360,000 tested, 0.58% active | AID 651699; in the data active = inhibition above about 36%
MT1-MMP act inh – blocks activation of human MT1-MMP. P50281. HT1080 RFP-PRO-GFP cells, GFP/RFP ratio fluorescence, overnight; percent of plate control window, DMSO zero. GFP/RFP ratio change, % at 20 µM. 360,000 tested, 0.061% active;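 active = GFP/RFP ratio change of at least 30% with cell ATP level not reduced by more than half and red fluorescence within 50% of control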; also: strong numbers were not always called active
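Test system: HT1080 cells expressing an RFP-PRO-GFP fluorescent reporter construct / Compound dosing: single-point 20 µM compound, 1% DMSO / Schedule: cells overnight before dosing, compound overnight, 37 °C, 5% CO2 / Evaluation: GFP/RFP fluorescence ratio / Control set: DMSO and RFP-L50D-GFP cell wells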
* marks the source's active call; other numbers are inactive results; i = inactive; nt = no result given.

The first two entries, to show the layout:
SMILES	CendR NRP1 mod	bovine MsrA act	SKN-1 block	E coli Lon inh	Rin1-Abl PPI inh	PABP1 MLLE inh	FAS-TE inh	Neddyl block	MT1-MMP act inh
COc1ccccc1C(=O)N1CCN(Cc2c[nH]c3ccccc23)CC1	2	-4	-12	-3	2	6	-9	i	-2
O=C(c1ccco1)N1CCN(C/C=C/c2ccccc2)CC1	13	-7	35*	-8	0	4	-6	i	2

The listing, repeating the preview:
SMILES	CendR NRP1 mod	bovine MsrA act	SKN-1 block	E coli Lon inh	Rin1-Abl PPI inh	PABP1 MLLE inh	FAS-TE inh	Neddyl block	MT1-MMP act inh
COc1ccccc1C(=O)N1CCN(Cc2c[nH]c3ccccc23)CC1	2	-4	-12	-3	2	6	-9	i	-2
O=C(c1ccco1)N1CCN(C/C=C/c2ccccc2)CC1	13	-7	35*	-8	0	4	-6	i	2
CCN(CC)C(=S)Nc1ccc(OC(F)F)cc1	3	-2	9	-8	0	-88	-4	i	1
O=C(CN(Cc1ccco1)Cc1ccco1)Nc1cc(S(=O)(=O)N2CCCCC2)ccc1Cl	-8	0	15	3	-2	-10	33	i	-11
COC(=O)C1=C(C)NC(=S)NC1c1ccc(-c2cccc(Cl)c2)o1 (configuration not stated)	-5	1	0	-1	-4	-16	-6	i	5
O=C1c2cnc3ncnn3c2CC2c3ccccc3CCN12 (configuration not stated)	12	0	18	-5	1	21	-2	nt	8
COc1ccc2[nH]c3c(N4CCc5ccccc5C4)ncnc3c2c1	11	-2	15	6	0	-2	21	nt	13
CC1(C)Cc2c(sc(NC(=O)COc3ccc(Cl)cc3Cl)c2C(N)=O)C(C)(C)N1	-3	-2	11	5	-1	7	0	i	4
COc1ccc(C(=O)C2CCN(C(=S)NCCc3ccccc3)CC2)cc1	15	-2	-12	2	-1	-134	-2	i	4
CC(C)C(NS(=O)(=O)c1ccc2c(c1)oc(=O)n2C)C(=O)N1CCN(c2ccccc2F)CC1 (configuration not stated)	8	-1	-16	3	0	-2	1	i	-1
O=C1Nc2ccccc2C(=O)C1(Cl)Cc1ccccc1 (configuration not stated)	6	-9	-17	6	2	-95	4	nt	-1
Cc1nc2nc(C)c(CCC(=O)NC3CCCCC3)c(C)n2n1	0	-3	3	0	-3	-5	-11	i	1
Cc1ccc(Cc2c(-c3cccc(Br)c3)nc3c(C)cc(Br)cn23)cc1	-40	-8	14	-11	nt	nt	24	i	-3
O=C(O)CCn1c(-c2ccccn2)nc2ccccc21	4	-2	-9	2	0	-4	-4	nt	1
CCOc1ccc(-n2c(-c3ccccc3)c[nH]c2=S)cc1	11	1	1	-2	0	-9	0	i	3
C=CC[C@H](CC(=O)N[C@H](CO)Cc1ccccc1)C(=O)N[C@H](COC(=O)[C@H](CC=C)CC(=O)OC(C)(C)C)Cc1c[nH]c2ccccc12	5	3	11	3	-1	4	8	i	-3
O=c1[nH]n2cc(-n3cc([N+](=O)[O-])cn3)cnc2c1Br	0	-9	-2	-6	-3	-6	26	i	0
CCCCc1c(C)nc2ccc(C(=O)OCC)cc2c1Cl	3	-2	10	-5	-5	-7	19	i	-5
Cn1ncc(Cl)c1C(=O)N1CCCc2ccccc21	3	-1	16	-7	-2	7	-1	i	-4
Cc1nonc1NC(=O)CSc1nc2cc(Cl)ccc2c2c1CCCC2	-45	-4	2	-5	-2	-5	12	i	3
CCc1nc(-c2ccc(OC)c(OC)c2)cc2cc(OC)c(OC)cc12	7	-3	2	-2	-2	-14	2	i	7
O=C(CC(=O)c1cccc([N+](=O)[O-])c1)Nc1ccccc1Cl	9	-3	9	10	0	8	20	i	5
O=C(Nc1ccc(C(=O)O)cc1)/C(=C\C=C\c1ccccc1)NC(=O)c1ccccc1Br	-16	-12	-7	0	-3	18	4	i	6
Cc1cc(Cl)n2nc(C)c(-c3ccc(Cl)cc3)c2n1	-9	-4	1	3	-1	-12	12	i	5
COc1ccc(C(=O)Nc2ccc(N3CCN(Cc4ccccc4)CC3)cc2)cc1	12	-4	4	4	2	9	-4	i	2
CC(OC(=O)CCN=C1NS(=O)(=O)c2ccccc21)C(=O)NCc1ccccc1 (configuration not stated)	-3	-3	7	4	0	7	-4	i	2
Cc1nc2ccc(NS(=O)(=O)c3ccc(Br)cc3)cc2s1	-19	-2	33	-33	2	-17	5	i	-5
Cc1cccc(C)c1NC(=O)C1CSC2(C)CCC(=O)N12 (configuration not stated)	-6	-5	-11	-9	4	1	-2	i	1
COc1ccc(CN2CCC2(C)C(=O)NCc2ccc3c(c2)OCO3)c2ccccc12 (configuration not stated)	-3	0	10	-1	-3	2	21	i	-2
CC(=O)NC1=NN(C(C)=O)C2(S1)C(=O)N(C(C)=O)c1ccc(C)cc12 (configuration not stated)	16	-4	4	-2	-1	12	-7	i	3
COc1cccc(CC2(CO)CCN(S(=O)(=O)c3ccc(OC)cc3OC)CC2)c1	-3	-1	11	23	1	0	7	i	1
Cc1ccc(C)c2sc(NC(=O)CN3C(=O)CCC3=O)nc12	4	-6	-5	-3	-4	12	-2	i	2
Cc1cc(C)cc(-n2nnc(C(=O)NCc3ccc(Cl)cc3)c2N)c1	-114	-2	11	-8	-1	-4	11	i	1
Cn1c(SCC(=O)NNC(=O)c2ccccc2)nnc1C(F)(F)F	4	0	12	-2	3	-4	-7	i	-1
COc1ccc(NC(=O)N(C)C[C@H]2Oc3ccc(NC(=O)Nc4c(C)noc4C)cc3C(=O)N([C@H](C)CO)C[C@@H]2C)cc1	6	-2	0	-5	3	2	-9	i	-1
Cc1ccccc1OC1=NS(=O)(=O)c2ccccc21	-1	-7	-7	3	4	-1	-4	i	-3
COc1nc(N(C)C)nc(-n2nnc(C(C)=O)c2C)n1	1	-5	-4	-6	2	8	-7	i	5
COCCn1c(SCC(=O)Nc2ccc(C)cc2C)nc2c(oc3ccccc32)c1=O	-1	-3	-1	3	-3	-2	-13	i	-5
CCc1nc(SCC(=O)Nc2cccc(C(F)(F)F)c2)c2c(=O)n(C)c(=O)n(C)c2n1	-4	-2	15	-12	0	-3	4	i	-8
COCCN(C(=O)CCC(=O)Nc1cc(C)on1)C(C(=O)NC(C)(C)C)c1ccc(OC)cc1 (configuration not stated)	4	-3	23	-3	-3	5	-4	i	0
Cc1nc2ccccc2c(=O)[nH]1	4	0	-5	6	1	-12	-10	i	-1
CCOC(=O)c1cc(CC)sc1NC(=O)c1cc([N+](=O)[O-])ccc1N1CCOCC1	2	2	-25	-6	-2	7	61*	i	10
COC(=O)Cc1nnc(NC(=O)c2ccccc2)s1	-4	-1	-15	-7	3	7	1	i	3
NC(=O)CC(NC(=O)Cc1cccc2ccccc12)c1ccc(NC2CCCC2)c([N+](=O)[O-])c1 (configuration not stated)	-9	-1	-9	-5	2	-3	-9	i	-1
C=CCc1ccc(OCCn2cncn2)c(OC)c1	-10	-4	3	-6	-5	4	-3	i	2
COc1ccc(CC(=O)Nc2cccc(SC)c2)cc1OC	-1	-1	12	-2	-3	-2	5	i	-7
COc1ccc(/C(C)=N/NC(=O)c2nnn(-c3nonc3N)c2-c2cccs2)cc1OC	6	-5	8	0	4	-1	-1	nt	8
Cn1c2c(c(=O)n(C)c1=O)C1c3ccccc3OCC1C(C)(C)O2 (configuration not stated)	3	-5	-17	-12	-2	3	-3	i	2
CCOC(=O)c1c(-c2ccccc2)csc1NC(=O)c1cc(S(=O)(=O)N2CCOCC2)ccc1C	-19	-2	10	-13	-1	18	52*	i	-4
CN1C(=O)C(O)(CC(=O)c2ccccc2O)c2cc(Br)ccc21 (configuration not stated)	-3	0	-2	-3	-1	13	-1	i	2
O=C(Nc1ccc(S(=O)(=O)Nc2ccccn2)cc1)c1ccc(Cl)cc1Cl	1	0	-1	6	1	1	0	i	2
Cc1ccc(S(=O)(=O)N(C)C)cc1NC(=O)CN1c2cccc3cccc(c23)S1(=O)=O	3	-1	23	-30	-5	-7	9	i	5
COc1cccc(C2/C(=C(\O)c3ccc4c(c3)OCCO4)C(=O)C(=O)N2CCN(C)C)c1 (configuration not stated)	-2	-3	11	-9	-4	11	-1	i	5
CC(/C=C/c1ccccc1)=N\NC(=O)c1ccncc1	-6	-4	9	-2	0	1	-6	i	5
CC(=O)Nc1ccc(-c2cn3cc(C)ccc3n2)cc1	-14	-11	-6	-4	-3	2	-6	nt	2
COc1cccc(OCC(O)CNC(=O)c2oc3c(C)c(C)ccc3c2C)c1 (configuration not stated)	1	1	24	1	3	9	12	i	4
COc1cccc(N2CCN(C3CC(=O)N(c4ccc(Cl)c(Cl)c4)C3=O)CC2)c1 (configuration not stated)	-4	-3	18	-1	1	-5	24	i	4
CCOC(=O)C1=CCN(S(=O)(=O)c2ccccc2Br)C1c1cccc(C)c1 (configuration not stated)	3	-2	0	1	2	8	20	i	-1
O=C(CC12CC3CC(CC(C3)C1)C2)Nc1nncs1	6	-11	3	-12	1	1	1	i	-5
C=CCN1C(=O)[C@@H]2Cc3c([nH]c4ccccc34)C(c3cc(OC)c(OC)c(OC)c3)N2C1=S (some centres not stated)	-60	-10	-2	-184	2	-26	2	i	-73

Some of the entries so far, with bars between the fields.
canonical_smiles | CendR NRP1 mod | bovine MsrA act | SKN-1 block | E coli Lon inh | Rin1-Abl PPI inh | PABP1 MLLE inh | FAS-TE inh | Neddyl block | MT1-MMP act inh
O=C(c1ccco1)N1CCN(C/C=C/c2ccccc2)CC1 | 13 | -7 | 35* | -8 | 0 | 4 | -6 | i | 2
CCN(CC)C(=S)Nc1ccc(OC(F)F)cc1 | 3 | -2 | 9 | -8 | 0 | -88 | -4 | i | 1

The list goes on:
SMILES	CendR NRP1 mod	bovine MsrA act	SKN-1 block	E coli Lon inh	Rin1-Abl PPI inh	PABP1 MLLE inh	FAS-TE inh	Neddyl block	MT1-MMP act inh
CN1CCN(c2oc(-c3ccccc3)nc2S(=O)(=O)c2ccccc2)CC1	2	-3	-9	2	4	23	-5	i	1
CCOc1ccc(CCNC(=O)COC(=O)/C=C/c2ccc(OCC#N)c(OC)c2)cc1OCC	5	-2	4	7	3	-4	-5	i	4
Cc1ccc(/C=N/n2c(-c3cccnc3)n[nH]c2=S)o1	-8	8	6	3	1	-29	-4	i	-2
O=C(Nc1cccc(F)c1)c1ccc2c(c1)OCCO2	12	1	16	1	2	4	-2	i	2
O=C(CCCCCCCCN1C(=O)c2ccccc2C1=O)N1CCOCC1	9	-1	17	0	-1	8	-5	i	1
CC12CN3CC(C)(CN(C1)C3c1ccc(Cl)cc1Cl)C2O (configuration not stated)	-15	1	-11	9	4	0	-6	i	0
CN(C)CCNC(=O)c1[nH]c(C(F)(F)F)nc1-c1ccccc1	-3	-6	1	-10	2	14	-5	i	4
Cc1ccc(/C=N/N=C2/NC(=O)CS2)o1	14	-7	-1	-5	1	-10	-9	i	-3
COc1cccc(CC(=O)OCc2csc(CC(=O)Nc3ccccc3C)n2)c1	-3	-2	-9	0	1	-5	3	i	0
CC(OC(=O)c1ccc(Cl)c(S(=O)(=O)Nc2ccc(F)cc2)c1)C(=O)NC(N)=O (configuration not stated)	-4	-3	7	0	1	-2	1	i	0
COc1ccc(C2CC(C(F)(F)F)n3nc(C(=O)O)c(Cl)c3N2)cc1OC (configuration not stated)	35*	-10	-9	-10	0	-2	-9	i	-2
CCCCc1ccc(S(=O)(=O)NC(=O)C2(C)CCN2C(=O)c2c(C)noc2C)cc1 (configuration not stated)	5	-6	2	0	-2	7	-13	i	2
Cc1ccc(/C=N/n2c(-c3ccc(Cl)cc3)n[nH]c2=S)s1	-4	-4	-5	-1	1	-85	-3	i	2
CCOC(=O)c1sc(N)c(C#N)c1CSc1nc2ccc(OCC)cc2[nH]1	-12	0	-8	-8	1	-106	8	i	-3
